NCI-60 one-dose screen, 48 h, at 10 µM unless noted. Numbers give growth in % (100 = growth as untreated, 0 = no growth, -100 = all killed).
SR – SR leukemia cells; actives 8.7% (n = 73,000); AID 1794780
CCRF-CEM – CCRF-CEM leukemia | actives 7% (n = 77,000) | AID 1794778
K-562 – K-562 leukemia; actives 7.4% (n = 78,000)
HOP-62 – HOP-62 NSCLC; actives 3.9% (n = 80,000); AID 1794735
MDA-MB-435 – MDA-MB-435 melanoma; actives 7.8% (n = 82,000); AID 1794794
RPMI-8226 – RPMI-8226 leukemia cells | actives 7.5% (n = 77,000)
HOP-92 – HOP-92 NSCLC cells | AID 1794738 | actives 6.3% (n = 71,000)
MOLT-4 – MOLT-4 leukemia cells; AID 1794779; actives 6.9% (n = 80,000)
* = called active by the depositor; / = no result given; & = joins results of further samples; [ ] = remark or other dose. How the source made its calls: active means growth percent below 10; inactive means the rest.

item	canonical_smiles	SR	CCRF-CEM	K-562	HOP-62
1	CCCCCc1c(C)[nH]c(/C=C2\N=C(c3ccc[nH]3)C=C2OCc2ccccc2)c1C	-26*[100 µM]	/	-26*[100 µM]	-92*[100 µM]
2	COC(=O)c1ccc2nc(-c3c(-c4ccc(F)cc4)nc4sccn34)[nH]c2c1	87	93	102	97
3	O=C1c2ccccc2C(=O)c2c1ccc(C(=O)O)c2[N+](=O)[O-]	76	/	77	97
4	CC1CCNCC1	96	96	/	134
5	COc1cc(CN)ccc1O	89	93	72	98
6	Cc1cc2c(n1C)CSCC2=O	107[100 µM]	/	115[100 µM]	85[100 µM]
7	Nc1c2c(=O)[nH]c(O)cc2nn1-c1ccccc1	102	93	93	103
8	COc1ccc(/C=C2\C(=O)Nc3ccc(F)cc32)cc1OCc1ccccn1	/	77	89	107
9	O=[N+]([O-])c1ccc(N=NNc2ccccc2)cc1	84	87	73	96
10	COc1cc(CO)cc(OC)c1OC	94	95	110	/

item	MDA-MB-435	RPMI-8226	HOP-92	MOLT-4
1	-94*[100 µM]	-46*[100 µM]	-78*[100 µM]	-58*[100 µM]
2	107	98	96	90
3	118	/	/	94
4	98	101	111	100
5	100	81	/	134
6	98[100 µM]	/	73[100 µM]	103[100 µM]
7	107	105	102	94
8	97	71	63	84
9	102	107	77	69
10	96	93	81	99

Continuation:
item	canonical_smiles	SR	CCRF-CEM	K-562	HOP-62
11	Cn1c2c(cc(S(=O)(=O)c3ccccc3)c1=O)CCc1c-2cnn1-c1ccc(Cl)cc1	52	98	40	/
12	CCN(CCC#N)c1cccc(C)c1	88	94	95	99
13	C=C(C)[C@@H]1CC[C@]2(C(=O)n3ccnc3)CC[C@]3(C)[C@H](CC[C@@H]4[C@@]5(C)CCCNC(C)(C)[C@@H]5CC[C@]43C)[C@@H]12	-33*	0.4*	-38*	66
14	CCN(CC)C(=O)c1ccc(C)cc1	92	103	112	108
15	COc1cccc(-n2nc(C(=O)Nc3ccccc3)nc2-c2cc(OC)c(OC)c(OC)c2)c1	94	105	121	84
16	COc1ccc(-c2nc3cc(Cl)c(Cl)cc3n2CC(=O)N=Nc2c(O)[nH]c3ccccc23)cc1	66	40	29	45
17	COC(=O)/C=C/c1cccc([N+](=O)[O-])c1	88	/	97	102
18	Cc1nn(-c2ccccc2)c2sc(C(=O)Nc3ccc(Cl)cc3)cc12	104	99	107	110
19	Cc1c[n+]([O-])cc(C)c1[N+](=O)[O-]	93&112	112&99	102&112	99&98
20	O=C1C2CCCN2C(=O)c2ccccc2N1Cc1cn(-c2ccc(Br)cc2)nn1 (stereo not given)	106	103	102	104

item	MDA-MB-435	RPMI-8226	HOP-92	MOLT-4
11	16	49	-34*	58
12	118	95	94	81
13	-34*	-51*	52	-16*
14	121	/	/	97
15	90	108	98	105
16	69	62	24	47
17	106	112	89	74
18	107	102	128	111
19	102&101	111&109	/	94&103
20	102	107	96	106

Following part
item	canonical_smiles	SR	CCRF-CEM	K-562	HOP-62
21	C(=N\Nc1ncc(-c2cc3cc4c(cc3o2)OCO4)s1)/c1cccnc1	/	106	100	85
22	COc1ccc2nc(NC(=O)CSc3nnc(-c4cccnc4Nc4cc(OC)c(OC)c(OC)c4)n3-c3ccccc3)sc2c1	90	95	/	109
23	CC(=O)O[C@H]1CC[C@]2(C)C3=CC[C@]4(C)[C@@H](C(C)=O)CC[C@H]4[C@@]34C=C[C@]2(C1)C1C(=O)OC(=O)C14 (stereo not given in full)	109	95	125	111
24	Cc1cc2c3ccccc3[nH]c(=O)n2n1	91	104	118	97
25	Cc1ccc(C(=O)O)c(NC=O)c1OCc1ccccc1	103	98	107	104
26	C[C@]12O[C@H]1CC[C@H]1[C@@]2(C)CC[C@]2(O)C(=O)O[C@H](c3ccoc3)C[C@]12C	89	97	99	97
27	Cc1c/c(=N\NC(=O)Nc2ccc(Cl)cc2)oc2cc(O)ccc12	92	17	98	87
28	CC(=O)NCCOc1ccc([N+](=O)[O-])cc1Cl	114	101	111	102
29	O=[N+]([O-])c1cccc(-c2ccccc2-c2nc(-c3ccccc3)c(-c3ccccc3)n2C2CC2)c1	40	71	46	88
30	CCCCC(CC)COP(=O)(O)O (stereo not given)	110&96	96	110&98	103&104

item	MDA-MB-435	RPMI-8226	HOP-92	MOLT-4
21	101	92	117	94
22	98	66	/	69
23	112	131	136	93
24	104	110	104	104
25	105	/	91	108
26	106	108	95	100
27	97	81	93	97
28	80	102	112	110
29	62	49	27	34
30	113&101	106&96	104&85	100&98

Next section
item	canonical_smiles	SR	CCRF-CEM	K-562	HOP-62
31	Brc1ccc(-c2nnc3sc(/C=C/c4ccccc4)nn23)cc1	94	100	/	111
32	Nc1ccccc1-c1cc2c(c3c1[nH]c1ccccc13)CCCCCCC2	81	85	80	106
33	Cc1nc2cnc(N)c(C#Cc3cncc(C(=O)Nc4ccc(CN5CCN(C)CC5)c(C(F)(F)F)c4)c3)c2nc1C	/	14	7.3*	12
34	C/C=C(\C)C(C#N)(CCCC)C(=O)OCC (stereo not given)	104	102	119	113
35	Cc1ccc(NC(=O)N/N=c2\cc(C)c3ccc(O)cc3o2)cc1	90	97	88	83
36	CC1(C)CCC(C)(C)C2CC3C(CC21)C(C)(C)CCC3(C)C (stereo not given)	112	83	107	108
37	CCOC(=O)C(Cc1ccccc1)C(=O)OCC	107	102	112	106
38	COC(=O)c1ccc2nc(C)c(C(N)=O)nc2c1	83	106	99	100
39	CC(C)CCNC(=O)[C@@H](CC(C)C)n1ccc2ncccc2c1=O	100	100	109	110
40	O=C1C(=O)c2ccccc2C(O)=C1CCCCCCCCCCBr	101	93	94	97

item	MDA-MB-435	RPMI-8226	HOP-92	MOLT-4
31	99	95	91	104
32	92	95	95	78
33	1.0*	-23*	-39*	8.7*
34	110	117	/	108
35	102	92	89	100
36	129	80	105	98
37	101	114	76	124
38	105	105	111	76
39	106	97	95	102
40	97	88	87	103

Remaining list, next part:
item	canonical_smiles	SR	CCRF-CEM	K-562	HOP-62
41	CCOP(=O)(Nc1cccc2oc(=O)c3ccccc3c12)OCC	98	89	93	92
42	O=C(COc1ccc(/C=C2\COc3ccc4ccccc4c3C2=O)cc1)c1ccc(Cl)cc1	68	79	88	100
43	CC1=C[C@H]2c3c(c(O)c(O)c4oc5c(C)cccc5c(=O)c34)[C@H](c3cc(O)c(O)c4oc5c(C)cccc5c(=O)c34)[C@H]2C(C)(C)C1	3.6*	11	3.0*	9.9*
44	O=C(CNc1nc(-c2cccc([N+](=O)[O-])c2)cs1)Nc1ccc([N+](=O)[O-])cc1Cl	94	100	100	98
45	CN(Cc1cc(Br)cc(Br)c1O)Cc1cc(Br)cc(Br)c1O	34	18	21	31
46	CC(=O)c1cc(O)c(O)cc1O	97	/	95	119
47	O=C(/C=C\c1ccccc1)SC(=O)OCc1ccccc1	94	85	90	102
48	COc1ccc(C(=O)CSc2nc(-c3ccc(Cl)cc3)c(C#N)c(=O)[nH]2)cc1	/	107	105	95
49	CCCCCCn1c(O)c(N=Nc2nc(-c3cc4ccccc4oc3=O)cs2)c2ccccc21	12	5.7*	30	40
50	O=C1[C@H]2Cc3c([nH]c4ccccc34)[C@@H](c3ccc(Cl)cc3)N2C(=O)CN1C1CCN(CC2CCCCC2)CC1	104	81	65	86

item	MDA-MB-435	RPMI-8226	HOP-92	MOLT-4
41	112	93	/	91
42	89	79	66	93
43	-17*	23	21	4.0*
44	106	95	98	103
45	53	28	32	21
46	107	/	/	95
47	105	95	103	68
48	104	102	102	112
49	26	61	/	23
50	88	92	73	68

Single records, from the list above.
O=C(/C=C\c1ccccc1)SC(=O)OCc1ccccc1 is entered as SR: 94; CCRF-CEM: 85; K-562: 90; HOP-62: 102; MDA-MB-435: 105; RPMI-8226: 95; HOP-92: 103; MOLT-4: 68
CCCCCCn1c(O)c(N=Nc2nc(-c3cc4ccccc4oc3=O)cs2)c2ccccc21 is entered as SR: 12; CCRF-CEM: 5.7*; K-562: 30; HOP-62: 40; MDA-MB-435: 26; RPMI-8226: 61; HOP-92: /; MOLT-4: 23

Next structures
item	canonical_smiles	SR	CCRF-CEM	K-562	HOP-62
51	CCOC(=O)n1cc(-c2nonc2-c2cn(C)c3ccc(Br)cc23)c2cc(F)ccc21	84	82	64	82
52	Brc1cccc(/C=N/Nc2nc(N/N=C/c3cccc(Br)c3)nc(N3CCCCC3)n2)c1	87	81	89	108
53	CCCCNC(=O)Oc1ccc(C(=O)OCCC)cc1	119	92	112	104
54	CCN1C(=S)N(CC)C2C1NC(=O)N2/N=C/C=C/c1ccccc1[N+](=O)[O-] (stereo not given)	61	99	58	110
55	CC(C)CCC[C@@H](C)[C@H]1CCC2C3=CCn4c(=O)ccc(=O)n4C3CC[C@@]21C (stereo not given in full)	-35*	-2.4*	-40*	-93*
56	CCNC(=O)C#Cc1ccc2c(C(=Nc3ccc(CN(C)C)cc3)c3ccccc3)c(O)[nH]c2c1	-14*	17	9.2*	4.1*
57	c1c[nH]cn1	82	/	84	103
58	CC(=O)C(C)(NCc1ccccc1)c1ccccc1 (stereo not given)	/	80	87	32
59	C#Cc1nc(/C=C/C(=O)NO)cs1	-43*	-46*	10	49
60	Cn1cc(CCc2cc[n+](CCC[n+]3ccc(CCc4cn(C)c5ccccc45)cc3)cc2)c2ccccc21	76	94	81	95

item	MDA-MB-435	RPMI-8226	HOP-92	MOLT-4
51	91	78	82	67
52	95	88	113	68
53	98	95	105	102
54	59	88	92	87
55	-87*	-41*	-94*	-24*
56	15	30	-67*	11
57	97	/	/	96
58	104	97	132	78
59	61	-6.8*	-80*	-45*
60	107	82	59	69

Following part
item	canonical_smiles	SR	CCRF-CEM	K-562	HOP-62
61	O=C1CCC(=O)CC1	97	98	97	102
62	CCSC(=Nc1ccc(C)cc1)NC(=O)c1cccs1	73	99	81	102
63	COc1ccc(C(=O)C(C)Br)cc1OC (stereo not given)	19	27	59	106
64	O=C(O)CCC(=O)c1ccc(Oc2ccccc2)cc1	99	/	110	93
65	CNC(=O)c1cc(-c2ccc(NC(=O)Nc3ccc(N4CCOCC4)c(C(F)(F)F)c3)cc2)nc2cccnc12	14	40	34	81
66	CC/C=C\CO[C@H]1Cc2cc3ccc(=O)oc3cc2OC1(C)C	121	100	88	99
67	CC(=O)c1cccc(NC(=O)c2ccc(-c3cccc([N+](=O)[O-])c3)o2)c1	96	91	88	110
68	CCOc1ccc(-c2nonc2-[n+]2noc(=O)[nH]2)cc1	116	103	105	105
69	Nc1ncnc2c1N=C(c1ccc3c(c1)OCO3)CC(c1ccc([N+](=O)[O-])cc1)N2N=O (stereo not given)	15	85	42	55
70	O=C1NC(=O)/C(=C\c2ccc(OCC(=O)N3C(=O)c4ccccc4S3(=O)=O)cc2)S1	111	/	105	102

item	MDA-MB-435	RPMI-8226	HOP-92	MOLT-4
61	102	110	87	101
62	102	95	/	88
63	87	85	/	71
64	102	108	91	100
65	73	9.3*	57	35
66	103	88	100	84
67	99	77	111	86
68	100	102	115	110
69	24	94	68	51
70	108	122	99	106

Looked up by structure from above, 5 records:
item	canonical_smiles	SR	CCRF-CEM	K-562	HOP-62
69	Nc1ncnc2c1N=C(c1ccc3c(c1)OCO3)CC(c1ccc([N+](=O)[O-])cc1)N2N=O (stereo not given)	15	85	42	55
64	O=C(O)CCC(=O)c1ccc(Oc2ccccc2)cc1	99	/	110	93
61	O=C1CCC(=O)CC1	97	98	97	102
68	CCOc1ccc(-c2nonc2-[n+]2noc(=O)[nH]2)cc1	116	103	105	105
66	CC/C=C\CO[C@H]1Cc2cc3ccc(=O)oc3cc2OC1(C)C	121	100	88	99

item	MDA-MB-435	RPMI-8226	HOP-92	MOLT-4
69	24	94	68	51
64	102	108	91	100
61	102	110	87	101
68	100	102	115	110
66	103	88	100	84

Other structures
item	canonical_smiles	SR	CCRF-CEM	K-562	HOP-62
71	O=C(/C=C/c1ccc2ccccc2c1)Nc1ncc(Cc2ccccc2)s1	17	49	71	57
72	Brc1cc2c(c3ccccc13)N1O[C@@H](C2)C[C@H]1c1ccco1	73	79	81	84
73	NC(=O)C(F)(F)F	106	119	101	/
74	O=C(Nc1ccccc1)Nc1cccc(Oc2nnc(Cl)c3ccccc23)c1	18	48	52	-43*

item	MDA-MB-435	RPMI-8226	HOP-92	MOLT-4
71	66	/	78	66
72	93	89	/	71
73	108	121	109	108
74	49	35	-7.5*	/
